mIAP activ = activators of mouse IAP, primary screen, biochemical, luminescence, uHTS. muIAP, CDP-Star luminescence, 30 min; active compounds read high; 1 = vehicle-only enzyme signal, 0 = enzyme-free wells. 0.24% of 330,000 active. activation factor at 10 µM;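 active means activation factor of at least 2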; further: the source names both 10 and 20 µM as test concentration; values of inactives mirror those of a sister screen read the other way
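Assay system: mouse IAP enzyme; Reagent: CDP-Star chemiluminescent phosphatase substrate; Compound: DMSO-dissolved test compounds; Incubation: 30 min, room temperature; Technique: luminescence from enzymatic CDP-Star hydrolysis; Controls: DMSO-only wells and no-enzyme negative control.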
APOBEC3G inh = APOBEC3G DNA deaminase inhibitors, primary screen, biochemical, fluorescence, single-stranded DNA substrate, uHTS; DNA dC->dU-editing enzyme APOBEC-3G (Homo sapiens), Q9HC16; recombinant A3G, ssDNA deamination FAM/TAMRA fluorescence; inhibition, % at 20 µM; 0.28% of 330,000 active; AID 493012, 2011;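 active means inhibition of at least 40% at 20 µM, with no more than 30% in the related APOBEC3A deaminase screen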;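 further: plate controls were DMSO wells with A3G for no effect and wells lacking A3G enzyme for full effect; some compounds called inactive have numbers as strong as hits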
Target sequence (Q9HC16 whole entry, looked up): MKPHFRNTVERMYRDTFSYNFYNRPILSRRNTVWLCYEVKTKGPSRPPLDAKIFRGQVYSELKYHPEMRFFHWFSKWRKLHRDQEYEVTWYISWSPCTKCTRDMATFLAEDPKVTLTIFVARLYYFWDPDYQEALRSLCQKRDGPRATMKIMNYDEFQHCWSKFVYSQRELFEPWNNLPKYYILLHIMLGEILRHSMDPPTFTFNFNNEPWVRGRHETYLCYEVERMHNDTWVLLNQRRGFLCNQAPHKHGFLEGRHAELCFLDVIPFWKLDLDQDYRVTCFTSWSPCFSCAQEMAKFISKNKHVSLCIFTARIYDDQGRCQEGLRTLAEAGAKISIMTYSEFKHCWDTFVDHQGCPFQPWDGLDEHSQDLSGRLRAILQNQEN
beta cell repl = inducers of MIN6 beta-cell proliferation, primary screen, ATP luminescence, uHTS. MIN6 cells proliferation, ATPlite luminescence, 48 h; cells starved in 0.2% serum; 100% = growth in 10% serum. proliferation, % at 10 µM. 0.29% of 330,000 active;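 active means compounds whose signal lies at least 3.5 SD above the mean of all wells on their plate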;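 further: 0% = DMSO-treated cells in low-serum medium and 100% = 10% serum control; some compounds called inactive have numbers as strong as hits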
hIAP block = human IAP inhibitors, primary screen, biochemical, luminescence, uHTS; Intestinal-type alkaline phosphatase (Homo sapiens), P09923; purified IAP, CDP-Star luminescence, 30 min; inhibition, % at 10 µM; 0.12% of 330,000 active; AID 2544, 2010;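 active means inhibition reaching a set limit with compound at 10 µM in the primary screen, cut at about 35% in these data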;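 further: plate controls were DMSO wells with enzyme for no effect and no-enzyme buffer wells for full effect; values of inactives mirror those of a sister screen read the other way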
hIAP activ = human IAP activators, primary screen, biochemical, luminescence, uHTS; Intestinal-type alkaline phosphatase (Homo sapiens), P09923; purified human IAP, CDP-Star luminescence, 30 min; active compounds read high; 1 = vehicle-only enzyme, 0 = enzyme-free background; activation factor at 10 µM; 0.16% of 330,000 active; AID 2524, 2010;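 active means activation factor of the enzyme at least 2-fold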; further: the source names both 10 and 20 µM as test concentration; values of inactives mirror those of a sister screen read the other way
APOBEC3A inh = APOBEC3A ssDNA deaminase inhibitors, primary screen, selectivity assay for APOBEC3G inhibitor project, biochemical, FAM/TAMRA oligo cleavage fluorescence. recombinant A3A, FAM/TAMRA ssDNA deamination fluorescence. inhibition, % at 20 µM. 0.41% of 330,000 active. AID 493011, 2011;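 active means at least 40% inhibition at 20 µM here, with at most 30% in a related deaminase screen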;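 further: plate controls were A3A with DMSO for no effect and wells lacking A3A enzyme for full effect; some results filed as inactive read as strong as hits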
Target sequence (P31941 whole entry, looked up): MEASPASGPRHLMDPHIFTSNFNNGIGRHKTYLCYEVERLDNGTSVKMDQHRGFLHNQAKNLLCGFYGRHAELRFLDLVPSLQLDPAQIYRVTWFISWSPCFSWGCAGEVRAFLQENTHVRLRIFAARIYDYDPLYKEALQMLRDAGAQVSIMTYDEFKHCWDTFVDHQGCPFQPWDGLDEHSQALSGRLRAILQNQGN
SENP1 FRET inh = human SENP1 catalytic domain inhibitors, primary screen, biochemical, FRET, uHTS; Sentrin-specific protease 1 (Homo sapiens), Q9P0U3; recombinant SENP1 catalytic domain, CyPet-SUMO1-YPet FRET cleavage; inhibition, % at 10 µM; 0.21% of 360,000 active; AID 624204, 2012;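 active means inhibition at least 30% at 10 µM, raw YFP signal under a set limit, fluorescence ratio 0.5 to 1.5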;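 further: 0% = enzyme with DMSO and 100% = no enzyme wells; some results filed as inactive read as strong as hits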
Target sequence (Q9P0U3 419-644 limits assumed): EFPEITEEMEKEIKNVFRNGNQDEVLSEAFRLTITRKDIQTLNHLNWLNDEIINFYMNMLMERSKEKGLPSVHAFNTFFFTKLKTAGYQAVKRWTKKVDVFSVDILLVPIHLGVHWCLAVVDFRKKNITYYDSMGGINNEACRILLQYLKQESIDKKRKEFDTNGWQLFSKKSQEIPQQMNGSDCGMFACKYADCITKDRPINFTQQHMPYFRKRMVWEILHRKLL
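Test system: human SENP1 catalytic domain; medium: Tris pH 8 buffer plus EDTA, NaCl, BME, BSA, NP40, catalase; incubation: 50 min reaction at room temperature; technique: FRET, CFP and YFP emission; controls: no-enzyme low control and enzyme-plus-DMSO high control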
mIAP block = inhibitors of mouse IAP, primary screen, biochemical, luminescence, uHTS; intestinal alkaline phosphatase [Mus musculus]; purified mouse IAP, CDP-Star luminescence, 30 min; inhibition, % at 10 µM; 0.2% of 330,000 active; AID 2806, 2010;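 active means inhibition of at least 40% at 10 µM in the primary screen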;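 further: plate controls were DMSO with enzyme for no effect and no enzyme wells for full effect; values of inactives mirror those of a sister screen read the other way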
NLRP3 yeast inh = NALP3 inflammasome inhibitors in reconstituted yeast, primary screen, luminescence, uHTS | inhibition, % at 10 µM | Yeast reconstituted NLRP3/ASC/caspase-1, beta-gal luminescence, 24 h | AID 2825, 2010 | 0.39% of 330,000 active;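 active means inhibition of 50% or more; inactive means inhibition below 50%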;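 further: plate controls were induced DMSO wells for no effect and uninduced yeast grown without galactose for full effect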
Numbers without * were called inactive.

SMILES	mIAP activ	APOBEC3G inh	beta cell repl	hIAP block	hIAP activ	APOBEC3A inh	SENP1 FRET inh	mIAP block	NLRP3 yeast inh
CS(=O)(=O)N1CCN(C(=O)c2cc3ccccc3oc2=O)CC1	0.876	-6.6	-1.2	17.8	0.822	3.0	-2.2	12.4	7.8
COc1cc(CC(=O)Nc2ccc(S(=O)(=O)N(C)C)cc2)cc(OC)c1OC	1.03	1.3	-1.1	14.3	0.857	25.0	-1.1	-3.1	3.0
CSc1nnc(C)c(/C=C/Nc2ccc(C)cc2)n1	0.932	0.2	-1.2	6.1	0.939	-1.0	-16.0	6.8	14.1
COC(=O)N/N=C(C)\C=C\c1ccco1	0.993	0.2	-1.3	-6.8	1.07	48.8*	0.3	0.7	9.3
CCOC(=O)N1CCN(C(=S)NC(=O)C2CCCC2)CC1	0.989	-1.1	-2.8	-7.3	1.07	0.1	3.3	1.1	3.0
Cc1ccc(N2C(S)=C(C#N)C(=O)NC2c2cccs2)cc1 (stereo not given)	0.874	-4.5	-1.1	2.4	0.976	0.8	-5.6	12.6	10.8
CCC(C(=O)Nc1cc(Cl)ccc1OC)c1ccccc1 (stereo not given)	0.964	-0.9	-2.2	2.3	0.977	-1.6	2.0	3.6	13.8
O=c1c2ccccc2nnn1COc1cccc2ccccc12	0.911	11.5	-0.1	2.8	0.972	2.7	-1.1	8.9	36.8
CCC/C(O)=C1\C(=O)CCCC1=NCCc1ccc(OCC)c(OCC)c1	1.03	-10.1	1.1	1.9	0.981	-0.7	-3.8	-2.6	7.2
CC(=O)NCCn1c(SCc2cc(=O)n3cc(Cl)ccc3n2)nc2ccccc2c1=O	1.03	0.6	1.2	8.4	0.916	2.9	-0.8	-2.6	5.7
C=CCn1c(C(CCCC)CC(O)COCCC)n[nH]c1=S (stereo not given)	0.972	11.3	-3.1	-36.0	1.36	-2.5	-0.6	2.8	23.2
CCc1ccc(-n2c(SCC(=O)NC3CCS(=O)(=O)C3)nc3ccccc3c2=O)cc1 (stereo not given)	1.02	2.2	0.9	2.2	0.978	4.4	0.5	-2.2	18.8
O=C(Cn1ncc2c(=O)oc3ccccc3c21)N1CCN(C(=O)c2ccco2)CC1	1.06	-5.2	0.1	4.9	0.951	-2.1	1.4	-5.6	14.9
CC(OC(=O)CC1Sc2ccccc2NC1=O)C(=O)NC1CCCC1 (stereo not given)	1.03	-1.7	0.6	3.5	0.965	0.9	2.7	-2.6	-0.5
CCCC(C)n1[nH]c(=O)c2c(C)cc(C)nc21 (stereo not given)	0.974	-7.2	-1.9	-25.3	1.25	-3.5	-1.2	2.6	5.1
CCc1ccc(N(CC(=O)N2CCN(Cc3ccccc3)CC2)S(C)(=O)=O)cc1	1.06	4.1	-2.2	-37.5	1.38	-5.9	0.3	-6.3	7.7
O=C1NC(Nc2nccs2)(C(F)(F)F)C(=O)N1CCc1ccccc1 (stereo not given)	1	-3.0	-2.6	-16.4	1.16	4.2	-0.3	-0.1	14.0
O=C(CCNC(=O)c1ccccc1Cl)Nc1cc(C(F)(F)F)ccc1N1CCCC1	0.937	-4.3	-2.8	-8.4	1.08	11.6	1.2	6.3	-3.6
CCOc1ccc(S(=O)(=O)N2CCN(C(=O)C3CCC3)CC2)cc1	0.94	-6.2	1.3	4.4	0.956	5.9	1.0	6.0	3.7
Cc1cccc2cc(CN(CCCO)C(=O)Nc3ccccc3Cl)c(=O)[nH]c12	1	0.2	-1.2	-18.5	1.19	7.2	1.1	-0.2	14.5
COc1ccc(S(=O)(=O)N2Cc3ccccc3CC2C(=O)Nc2nccs2)cc1 (stereo not given)	0.959	-0.3	-4.2	-10.0	1.1	2.0	-0.4	4.1	0.8
O=c1c2ccccc2sn1-c1cc(S(=O)(=O)N2CCOCC2)ccc1N1CCCC1	1	36.0	-6.6	-9.9	1.1	1.0	-2.3	-0.2	4.9
COc1ccc(C2(CNC(=O)c3ccc(C)cc3)CCOCC2)cc1	0.988	-4.1	-1.4	14.4	0.856	-0.6	2.9	1.2	2.6
Cc1cc(N2CCCC2)ccc1/C=C1/C(=O)N(C)C(=S)N1C	0.862	-1.6	-2.4	12.5	0.875	-1.4	66.1*	13.8	5.4
COC(=O)CCC(=O)OC1(C)C(=O)C2=CN(c3ccccc3)C(c3ccc(OC)cc3)=CC2=C(Br)C1=O (stereo not given)	0.905	-8.6	-6.2	-3.3	1.03	-1.1	-28.9	9.5	21.4
COc1ccc(/C=C(\C#N)C(=O)Nc2cccnc2)cc1	1.03	-0.8	0.0	6.8	0.932	-1.3	0.5	-2.9	3.2
Cc1cc(=O)n2nc(N3CCCC(C(=O)NC4CCC(C)CC4)C3)sc2n1 (stereo not given)	1	-5.0	-2.0	-3.5	1.03	-5.3	-1.4	-0.4	9.8
Clc1ccc2noc(-c3ccccc3)c2c1	0.977	1.0	3.3	12.6	0.874	0.6	2.0	2.3	-1.6
CC(C)COC(=O)c1cccc2c1-c1ccccc1/C2=N\O	0.921	-1.2	-6.0	10.6	0.894	0.0	0.9	7.9	5.6
CN(C)C(=O)c1snnc1-c1ccccc1	0.942	-1.4	-2.1	-54.6	1.55	-3.4	3.3	5.8	8.3

Reformatted with bars between the fields: entries from further up
Molecule | mIAP activ | APOBEC3G inh | beta cell repl | hIAP block | hIAP activ | APOBEC3A inh | SENP1 FRET inh | mIAP block | NLRP3 yeast inh
COC(=O)CCC(=O)OC1(C)C(=O)C2=CN(c3ccccc3)C(c3ccc(OC)cc3)=CC2=C(Br)C1=O (stereo not given) | 0.905 | -8.6 | -6.2 | -3.3 | 1.03 | -1.1 | -28.9 | 9.5 | 21.4
COc1ccc(/C=C(\C#N)C(=O)Nc2cccnc2)cc1 | 1.03 | -0.8 | 0.0 | 6.8 | 0.932 | -1.3 | 0.5 | -2.9 | 3.2

(next part)
SMILES	mIAP activ	APOBEC3G inh	beta cell repl	hIAP block	hIAP activ	APOBEC3A inh	SENP1 FRET inh	mIAP block	NLRP3 yeast inh
COc1ccc(-n2c(C)nc3cc(C(=O)N4CCOCC4)ccc32)cc1	1.09	-0.9	-3.3	-10.8	1.11	4.7	1.8	-9.3	4.0
O=C(CSc1nc2nn(-c3ccccc3)c(=O)c-2c2n1CCCCC2)Nc1ccc(OC(F)F)cc1	1	-5.5	-5.6	-18.2	1.18	-2.7	-0.5	-0.1	3.5
O=C(CSC1CC(=O)N(CCc2ccccc2)C1=O)Nc1ccc(Br)cc1 (stereo not given)	0.843	-0.1	-3.0	10.2	0.898	1.7	3.8	15.7	3.5
O=C(NCC(c1cccs1)N1CCOCC1)c1cc([N+](=O)[O-])cc([N+](=O)[O-])c1 (stereo not given)	0.865	-10.4	-1.2	-4.7	1.05	-5.3	0.9	13.5	-6.6
Cc1cc(C)n2nc(Sc3ncccc3[N+](=O)[O-])nc2n1	1.03	-2.5	-0.7	1.8	0.982	-0.9	1.3	-2.8	18.0
COC(=O)c1cn(S(=O)(=O)c2ccccc2)c2ccccc12	0.895	-4.5	0.0	15.4	0.846	-0.9	2.3	10.5	4.3
CCC(C)(C)C1CCc2[nH]nc(C(=O)O)c2C1 (stereo not given)	1.05	-2.5	-1.3	-15.1	1.15	-0.7	1.6	-5.0	-8.8
O=[N+]([O-])c1ccc(CSc2nc3ccccc3[nH]2)cc1	0.993	-8.6	-1.7	-3.0	1.03	-2.9	1.7	0.7	19.1
O=C(Nc1ccccc1)c1n[nH]c(Cn2cncn2)n1	0.963	-5.8	-3.0	-5.9	1.06	-1.4	1.6	3.7	4.4
COc1cccc(OC)c1C(=O)Nc1ccccc1C(=O)N1CCCC1	1.03	-8.1	-3.0	-5.7	1.06	-1.0	-0.5	-2.7	22.3

Quoted from the listing.
O=C1NC(Nc2nccs2)(C(F)(F)F)C(=O)N1CCc1ccccc1 (stereo not given) in APOBEC3A inh: 4.2
CSc1nnc(C)c(/C=C/Nc2ccc(C)cc2)n1 in beta cell repl: -1.2

Further results follow.
SMILES	mIAP activ	APOBEC3G inh	beta cell repl	hIAP block	hIAP activ	APOBEC3A inh	SENP1 FRET inh	mIAP block	NLRP3 yeast inh
O=C(CSc1nnc(COc2ccc(Cl)cc2)o1)NC1CCCCC1	1.04	-7.8	-0.3	9.1	0.909	0.1	-0.7	-3.9	24.6
O=C(NCc1ccco1)c1cc(S(=O)(=O)N2CCCCC2)ccc1Cl	1.01	-5.8	-1.2	10.2	0.898	-2.1	1.0	-1.3	8.8
Fc1ccc(CNC(=S)Nc2ccc(Cl)cc2Cl)cc1	1.69	-5.9	-4.3	-18.5	1.19	-0.6	1.7	-69.3	18.2
Cn1nc(C(F)(F)F)c(-c2ccc(Br)cc2)c1NC(=O)c1cccnc1	1.05	-12.8	-1.5	-4.6	1.05	-3.5	-0.5	-4.8	21.5
Cc1c(C(=O)NCc2ccco2)oc2ccc(S(=O)(=O)N3CCC4(CC3)OCCO4)cc12	0.96	0.0	-1.9	-1.7	1.02	2.5	-0.9	4.0	-5.6
Fc1ccc(-n2cc(-c3ccccc3)[n+]3c2SCC3)cc1	1.11	-8.3	-4.2	1.4	0.986	0.7	0.7	-11.3	13.9
Cc1noc(C)c1C(=O)Nc1ccccc1C(=O)NCCc1ccccc1	0.951	-8.4	5.5	3.4	0.966	-2.5	2.7	4.9	16.6
CCOC(=O)N1CCN(C(=O)Cc2cccc3ccccc23)CC1	1.04	-0.8	-2.0	-19.7	1.2	-2.1	-1.9	-4.3	31.3
CSCCC(NS(=O)(=O)c1cccs1)C(=O)NCc1ccccc1 (stereo not given)	0.953	-10.6	0.2	3.5	0.965	-8.6	-8.1	4.7	11.5
CCCCn1c(N)c(N(CCOC)C(=O)COC(=O)CSc2cc(C)c3ccccc3n2)c(=O)[nH]c1=O	1.04	-6.5	-1.1	3.2	0.968	-1.4	0.7	-4.5	13.2
C[C@@H](C(=O)N[C@@H](Cc1ccccc1)C(=O)O)n1nnc2ccccc2c1=O	1.07	-3.0	-1.3	-13.6	1.14	-7.8	0.8	-7.4	1.9
O=C(c1ccc(N2CCN(C3CC(=O)N(Cc4cccs4)C3=O)CC2)cc1)c1cccnc1 (stereo not given)	1	-6.0	-1.6	5.7	0.943	-4.8	-0.4	-0.4	0.6
O=C(CN1CCC(n2nnc3cc(F)ccc32)CC1)NCCc1nc2ccccc2[nH]1	0.939	-2.3	-3.3	-2.5	1.02	2.1	-0.3	6.1	16.6
Cc1ccc(OCCn2cc(/C=N/NC(=O)c3ccncc3)c3ccccc32)cc1	1.01	-8.3	-1.3	-15.2	1.15	0.5	3.6	-0.9	5.3
CC(=O)Nc1cccc(-c2nc3ccc(NC(C)=O)cc3s2)c1	0.939	-6.0	-3.9	14.4	0.856	-6.0	-15.7	6.1	13.1

Screening results from PubChem BioAssay.

Only part of the results is shown; count on the stated rates, not on these rows.
